TRHR ag = agonists of human TRH receptor. activation, % at 2 µM. 360,000 compounds, 0.18% hits. TRHR cells, calcium flux fluo-8, FDSS agonist mode; in the data active means activation above about 30%; further: 0% is about no effect
Target sequence (P34981 whole entry, looked up): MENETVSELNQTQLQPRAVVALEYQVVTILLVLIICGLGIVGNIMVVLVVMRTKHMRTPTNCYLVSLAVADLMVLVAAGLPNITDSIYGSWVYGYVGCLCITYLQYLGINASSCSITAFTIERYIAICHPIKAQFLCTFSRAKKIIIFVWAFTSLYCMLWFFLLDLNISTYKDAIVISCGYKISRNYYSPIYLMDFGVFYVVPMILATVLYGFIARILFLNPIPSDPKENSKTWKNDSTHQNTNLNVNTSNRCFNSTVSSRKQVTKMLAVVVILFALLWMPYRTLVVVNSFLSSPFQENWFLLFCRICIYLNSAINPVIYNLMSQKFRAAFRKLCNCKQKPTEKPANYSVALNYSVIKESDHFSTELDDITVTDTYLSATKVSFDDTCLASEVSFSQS
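Agonist-mode FDSS calcium read (Ex 480/Em 530, 1 s cycles) in 1536-well TRHR cells with fluo-8 dye, after 10-cycle baseline and 23 nL compound addition; TRH at EC20 (10 nM final) added afterwards for the enhancer phase.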
RXFP1 antagonist = RXFP1 (human) relaxin receptor antagonism; Q9HBX9; HEK293-RXFP1, relaxin-stimulated cAMP HTRF, 30 min; stronger effect = lower value; activity change, negative = inhibition, % at 57.5 µM; 350,000 compounds, 0.59% hits;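 active means activity change of -60% or lower, but not beyond a set lower limit; inconclusive means change between -60% and -40%, or beyond the set limit; inactive means change above -40%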; further: on the % scale 0 is the no-effect control and ±100 the full control effect
D2 PAM = D2 dopamine receptor (human) potentiation | P14416 | HEK293 T-REx D2, calcium flux, EC20 dopamine potentiation | 340,000 compounds, 0.34% hits | potentiation, % at 10 µM;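 active means potentiation over 3 SD above the plate norm, cut at about 30% in these data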; further: 0% is about no effect
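Potentiation of an EC20 dopamine calcium response is measured in a force-coupled, tetracycline-inducible Hek293 Trex D2 line. Compound-only kinetic reads over 180 s flag agonists before dopamine addition.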
TRHR enhancer = allosteric enhancers of human TRH receptor; TRHR cells, fluo-8 calcium fluorescence, EC20 TRH enhancement; 360,000 compounds, 0.66% hits; AID 493056; enhancement, % at 2 µM; P34981; in the data active means enhancement above about 30%; further: 0% is about no effect
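TRHR-expressing cells loaded with fluo-8 calcium dye were read kinetically (ex 480/em 530) during compound addition, then stimulated with an EC20 of TRH (10 nM final). Enhancement of the Gq-mediated intracellular calcium response was scored.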
D1 antag = antagonists of human D1 dopamine receptor. P21728. activity change, negative = inhibition, % at 10 µM. 360,000 compounds, 3.2% hits. HEK293 TREx D1 cells, calcium flux, dopamine EC80; stronger effect = lower value; in the data active means activity change below about -30%; further: on the % scale 0 is the no-effect control and ±100 the full control effect
Target sequence (P21728 whole entry, looked up): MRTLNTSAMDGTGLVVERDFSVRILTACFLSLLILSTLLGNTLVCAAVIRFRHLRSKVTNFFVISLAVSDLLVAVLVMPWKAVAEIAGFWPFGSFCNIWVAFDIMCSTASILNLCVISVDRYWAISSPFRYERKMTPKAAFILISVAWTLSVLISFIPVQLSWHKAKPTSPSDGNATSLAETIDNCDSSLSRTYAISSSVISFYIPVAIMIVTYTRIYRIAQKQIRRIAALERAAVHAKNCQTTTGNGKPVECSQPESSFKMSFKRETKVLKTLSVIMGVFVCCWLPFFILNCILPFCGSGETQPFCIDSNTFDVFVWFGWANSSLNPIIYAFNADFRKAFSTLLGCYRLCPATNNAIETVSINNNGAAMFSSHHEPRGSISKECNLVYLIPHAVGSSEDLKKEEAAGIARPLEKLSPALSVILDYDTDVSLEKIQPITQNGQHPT
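After overnight tetracycline induction at 30 C, force-coupled D1 HEK293 cells took up a no-wash calcium dye at room temperature. Compounds were added and monitored 180 s, and the response to EC80 dopamine was then recorded.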
Anesthetic bind = candidate novel general anesthetic via apoferritin binding. P02791. Potency, µM (top dose mostly 77.5 µM), without a hit: at the highest dose activity change, negative = displacement, hits mostly inhibitors. apoferritin/1-aminoanthracene competitive binding, fluorescence. 350,000 compounds, 0.074% hits; further: potency means the concentration at half of the fitted maximal effect; on the % scale 0 is the no-effect control and ±100 the full control effect; nearly all actives have a fitted effect of over 20% in size
Target sequence (P02791 2-175 limits assumed): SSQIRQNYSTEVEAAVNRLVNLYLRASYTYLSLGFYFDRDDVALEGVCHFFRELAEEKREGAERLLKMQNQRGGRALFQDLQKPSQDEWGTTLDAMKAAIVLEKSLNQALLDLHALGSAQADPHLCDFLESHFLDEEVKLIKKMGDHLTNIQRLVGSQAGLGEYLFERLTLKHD
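In PBS, apoferritin at 10 uM is loaded with 1-AMA from a 50% saturated solution. After 10 min of compound exposure at ambient temperature, reduced 535 nm fluorescence indicates probe displacement.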
RXFP1 agonist = RXFP1 (human) receptor agonism | HEK293T-RXFP1 cAMP TR-FRET, 30 min; response scale: percent of porcine relaxin response, buffer zero | Q9HBX9 | 370,000 compounds, 0.3% hits | Potency, µM (highest dose often 57.5 µM), for the others: at the highest dose activation, hits mostly activators | AID 2676; further: potency means the concentration at half of the fitted maximal effect; on the % scale 0 is the no-effect control and ±100 the full control effect; nearly all actives have a fitted effect of over 60% in size; many of its hits are not listed in these tables
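HEK293 cells stably expressing RXFP1, treated 30 min at 37C with compounds plus PDE4 inhibitor Ro 20174; cAMP measured by HTRF TR-FRET. Normalized to buffer and 29 nM porcine relaxin; EC50 by Hill fit.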
D1 agonist = human D1 receptor agonism; P21728; HEK293 T-REx D1 cells, calcium flux, agonist mode; activation, % at 2 µM; 360,000 compounds, 1% hits; AID 504660; in the data active means activation above about 30%; further: 0% is about no effect
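Agonism was scored from calcium flux recorded over 180 s (1 read/s) after pintool compound addition, following a 10-cycle baseline. Cells were inducible force-coupled HEK293 TREx D1, plated overnight at 30 C and loaded with no-wash calcium dye.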
D1 potentiator = enhances dopamine response at the human D1 receptor | 360,000 compounds, 0.036% hits | potentiation, % at 10 µM | P21728 | HEK293 TREx D1 cells, calcium flux, dopamine EC20 potentiation; in the data active means potentiation above about 30%; further: 0% is about no effect
* marks the source's active call; other numbers are inactive results; ? = inconclusive; / = no result given. Unless noted, the call rests on the fitted dose curve; in most records, active means well fitted curve in the direction sought with a large enough effect; inconclusive means small, poorly fitted or top-dose-only effect, or another doubt; inactive means no such curve, though single readings can be large; an effect the other way counts as inactive or inconclusive. Only part of the results is shown. The share of hits here may be higher or lower than overall.

Structure,TRHR ag,RXFP1 antagonist,D2 PAM,TRHR enhancer,D1 antag,Anesthetic bind,RXFP1 agonist,D1 agonist,D1 potentiator
Cc1ccc(-c2nc(C#N)c(N3CCC(C)CC3)o2)cc1,-0.5,-14.3,10.2,-2.1,-14.2,1.0%,4.7%,4.9,2.1
CC(C)N(CCc1ccncc1)C(=O)Nc1ccc(Cl)c(Cl)c1,-0.6,/,-16.2,10.9,-11.4,?,1.9%,5.4,-4.8
CC1CCC2(CC1)N=C(c1ccccc1)C(=O)N2CC(=O)Nc1ccc(F)c(Cl)c1 (stereo unspecified),1.6,-13.7,3.9,-1.3,4.2,-9.0%,-0.5%,4.7,-3.1
O=C(c1ccc(CN2CCc3ccccc3C2)cc1)N1CCN(c2ccccc2)CC1,0.4,-3.7,-24.0,-21.7,-21.6,-7.2%,-2.4%,4.1,0.7
CCOC(=O)C(CC)Sc1nc2c(cnn2-c2ccc(F)cc2)c(=O)[nH]1 (stereo unspecified),-2.1,8.7,18.0,15.5,7.4,-8.6%,3.2%,0.1,8.8
COC(=O)/C(=N/Nc1ccc(C)cc1)N1CCCc2ccccc21,0.1,-7.0,3.3,13.5,-4.6,-8.0%,0.0%,3.0,-3.1
N#C/C(=C\c1cccs1)C(=O)c1ccccc1Cl,1.5,-60.7*,3.8,-12.6,16.7,5.0%,-0.4%,2.6,-0.9
O=C(CNC(=O)c1cccc(F)c1)OCC(=O)N1CCN(C(=O)c2ccco2)CC1,0.0,-3.4,7.2,11.8,-5.9,11.7%,-3.0%,1.7,4.8
COc1ccc(N2CCN(C(CNC(=O)C(C)C)c3ccc4c(c3)OCO4)CC2)cc1 (stereo unspecified),1.0,8.6,/,6.1,8.7,2.1%,-1.4%,3.7,1.8
Cc1ccn2c(Nc3ccc4c(c3)OCO4)c(-c3ccc(N(C)C)cc3)nc2c1,-0.7,11.2,5.7,0.4,4.3,-0.1%,18.7%,-2.1,1.9
Cc1cc(N2CCN(C)CC2)nc2ccc(NC(=S)N3CCCCCC3)cc12,-0.1,-1.6,-1.5,-2.9,-2.3,-8.5%,-1.3%,0.8,-3.8
COC(=O)/C=C1\S/C(=N/N=C/c2ccc(Cl)cc2)NC1=O,-0.8,-13.8,2.5,-3.5,-11.0,1.8%,0.0%,0.4,-4.8
O=C(NNS(=O)(=O)c1ccc(F)cc1)c1ccc2c(c1)OCO2,0.2,-4.9,-1.3,6.1,-9.2,-2.3%,2.0%,3.4,-0.2
COc1ccc(NC(=O)CSCC(=O)N2CCN(c3cccc(C(F)(F)F)c3)CC2)cc1,0.2,-9.0,4.0,-3.5,-4.9,/,0.7%,6.6,/
CCCCNC(=O)NCCN1CCOCC1,0.3,2.6,-1.0,6.1,25.2,4.2%,0.3%,2.6,0.8
Cc1cccc(OCCNc2cc(N3CCN(CCO)CC3)ccc2[N+](=O)[O-])c1,0.9,-6.3,-8.4,9.2,0.0,-11.8%,-0.3%,7.2,1.4
Cc1nn(-c2ccc(F)cc2F)c2c1-c1nc(N3CCCC3)ncc1CC2,-0.2,-11.2,-1.4,0.1,-41.5*,-14.8%,6.1%,0.4,-17.6
COc1ccc(NC(=S)NC(=O)c2ccccc2)cn1,0.6,5.1,27.0,8.0,2.3,-14.0%,-0.8%,4.0,-2.2
CCOc1ccc(N(CC(=O)Nc2ccccc2OCC)S(=O)(=O)c2c(C)noc2C)cc1,1.2,2.5,-1.0,-0.3,12.2,-8.2%,0.6%,9.0,1.8
Cc1ccc(NC(=O)c2cccc(C(=O)OC(C)C)n2)c(Br)c1,1.4,-3.9,-15.0,9.2,6.6,-11.9%,-0.4%,3.2,-5.2
O=C(Cn1cnc2ccccc2c1=O)NC1CCS(=O)(=O)C1 (stereo unspecified),0.3,5.5,-5.8,21.2,-18.1,/,5.0%,1.1,-7.6
Cc1cc(Cl)c(S(=O)(=O)NCc2ccccc2)cc1OCC(N)=O,0.2,1.4,0.5,-7.1,-5.8,-10.7%,1.0%,0.5,-2.0
CC(=O)N1CCN(S(=O)(=O)c2cccc(C(=O)Nc3ccc(F)c(F)c3)c2)CC1,0.1,-12.7,-7.2,-6.9,-1.8,-9.4%,-2.8%,2.2,-1.0
CC(C)N1CCc2c(sc(NC(=O)Cc3ccccc3)c2C#N)C1,0.4,-1.0,-12.9,10.2,-3.7,-5.1%,0.1%,2.8,-2.4
O=C(Nc1ccccc1-c1ccccc1)c1ccc(Br)o1,-0.3,-9.0,3.3,0.1,-7.5,?,3.9%,0.2,1.4
CC(C)CNC(=O)COc1ncnc2sccc12,0.8,2.6,-2.5,-3.5,-3.4,4.4%,-1.5%,1.5,-0.8
CCCN(C(=O)c1ccc(N(C)S(=O)(=O)c2ccc(C)cc2)cc1)C1CCS(=O)(=O)C1 (stereo unspecified),-0.1,5.6,-7.9,-11.6,7.4,/,-0.2%,2.7,2.2
COc1cccc(C(=O)Nc2ccc(F)cc2F)c1,0.0,-23.4,-6.0,-7.4,3.6,4.7%,0.5%,0.9,-3.5
COc1ccc(C(c2nnnn2C(C)(C)C)N2CCN(c3nc4ccccc4s3)CC2)cc1OC (stereo unspecified),-0.8,5.1,3.4,-0.1,0.0,-0.6%,3.1%,2.8,-3.8
COc1ccc(N2CCN(C(=O)Cc3ccc(-n4c(=O)[nH]c5ccccc5c4=O)cc3)CC2)cc1,-0.6,-9.4,-4.7,3.1,-11.9,-0.5%,0.3%,-0.9,-17.2
CCc1ccc(N2CC(C(=O)OCC(=O)Nc3ccc([N+](=O)[O-])cc3)CC2=O)cc1 (stereo unspecified),0.0,-28.6,0.4,-4.6,2.2,/,-0.1%,6.2,/
O=C(CSc1ccc(-c2cccnc2)nn1)N1CCCC1,0.0,-11.4,4.7,5.6,11.3,-4.4%,5.1%,-1.4,-0.8
CCc1nc(SCC(=O)c2c[nH]c3ccccc23)n[nH]1,0.0,-4.7,/,13.8,-16.4,-3.4%,-0.2%,1.5,-0.1
O=C(C1CCCN(c2nnc(-n3cccc3)s2)C1)N1CCN(c2ccccc2)CC1 (stereo unspecified),-0.5,/,/,-0.6,-10.9,-17.0%,-0.7%,3.1,/
O=C(NCc1ccccc1C(F)(F)F)C1CC(c2cccc(F)c2)=NO1 (stereo unspecified),0.5,/,11.6,-0.8,-90.5*,1.2%,0.0%,1.2,-9.2
O=C(CSC1=Nc2ccccc2C2CC=NN12)Nc1ccc(F)c(F)c1F (stereo unspecified),-0.4,12.9,6.4,2.3,-3.5,/,5.8%,1.5,0.3
CN(CCC#N)C(=O)CSc1nnc(-c2c[nH]c3ccccc23)o1,0.4,3.5,-2.0,3.5,11.0,-2.3%,1.0%,4.3,-4.2
CCCCc1nc2cc(C(=O)N3CCCCC3CCO)ccc2o1 (stereo unspecified),-0.3,-11.3,-3.2,-0.9,7.5,-7.1%,-3.4%,2.8,-1.9
OCCNc1nc(N2CCN(c3ccccc3)CC2)nc2ccccc12,0.0,1.4,-1.1,-3.1,5.1,-16.8%,3.5%,4.1,-8.1
O=C(CSc1ncnc2ccccc12)N1CCCC1,0.5,/,-4.7,25.9,-73.5*,-12.6%,4.1%,0.1,-3.7
COc1ccc(S(=O)(=O)NCCc2sc(-c3cccc(F)c3)nc2C)cc1,-0.8,/,7.6,-4.5,-19.9,-10.3%,-0.1%,14.2,-4.8
COc1ccc(N(CC2CO2)S(=O)(=O)c2ccccc2)cc1 (stereo unspecified),-0.3,7.4,-0.1,-4.4,-22.8,-6.1%,0.6%,2.1,-2.5
Cc1nc2sc(C(c3ccccc3)N3CCN(C(=O)c4ccco4)CC3)c(O)n2n1 (stereo unspecified),0.6,-9.0,-27.5,-2.7,-9.8,7.1%,-0.2%,0.1,3.7
O=C(NC1CCCc2c1cnn2-c1cc(F)cc(F)c1)c1cc[n+]([O-])cc1 (stereo unspecified),-0.4,-1.7,-8.0,-2.4,-19.3,-3.8%,-0.4%,0.6,-2.1
C#CCSc1nc2[nH]ncc2c(=O)[nH]1,0.3,-9.7,9.5,-5.1,14.5,-7.1%,5.0%,3.5,-2.8
CN1C(=O)c2ccccc2C(C(=O)NCCCN2CCCC2)C1c1c[nH]c2ccccc12 (stereo unspecified),-0.1,-10.9,-2.2,5.2,-11.2,-8.5%,1.0%,3.0,-0.1
COc1ccc(CN2CCNC(=O)C2CC(=O)NC2CCCCCC2)cc1C (stereo unspecified),-0.1,?,4.6,6.6,1.5,?,-0.2%,-0.2,2.5
CCOC(=O)c1ccccc1NC(=O)CSc1nc2ncccc2[nH]1,-0.5,-1.9,4.0,4.8,0.4,-11.0%,5.9%,0.1,6.9
S=C(NC1CCCC1)NC1CCCC1,-0.2,3.0,2.6,2.7,1.3,-5.0%,-1.5%,2.5,-4.8
O=C(CSc1nc(Nc2ccccc2)nc(N2CCOCC2)n1)N1CCCC1,-0.6,-6.3,1.0,0.7,-9.3,4.0%,1.7%,-1.1,-3.2
CCOC(=O)C1CCCN(C(=O)CCNS(=O)(=O)c2cc(Br)cnc2N)C1 (stereo unspecified),-0.3,14.3,0.7,3.1,-15.0,-5.9%,-2.1%,-0.5,0.1
O=C(Cc1cccs1)N1CCN(S(=O)(=O)c2cc(Cl)ccc2Cl)CC1,-0.4,-1.5,-9.5,-6.8,5.2,/,-0.9%,2.7,1.9

Profiles as entered above.
O=C(CSc1ccc(-c2cccnc2)nn1)N1CCCC1 is entered as TRHR ag = 0.0; RXFP1 antagonist = -11.4; D2 PAM = 4.7; TRHR enhancer = 5.6; D1 antag = 11.3; Anesthetic bind = -4.4%; RXFP1 agonist = 5.1%; D1 agonist = -1.4; D1 potentiator = -0.8
O=C(CSc1ncnc2ccccc12)N1CCCC1 is entered as TRHR ag = 0.5; RXFP1 antagonist = /; D2 PAM = -4.7; TRHR enhancer = 25.9; D1 antag = -73.5*; Anesthetic bind = -12.6%; RXFP1 agonist = 4.1%; D1 agonist = 0.1; D1 potentiator = -3.7

Compound activity as filed in PubChem.
